Bioassay records (PubChem BioAssay)
DAT uptake mod: changed hDAT dopamine uptake under cocaine IC80, either direction, primary screen, cocaine antagonist project, cell-based, LLC-PK1 hDAT, [14C]-dopamine uptake, MLSMR. Sodium-dependent dopamine transporter (Homo sapiens), Q01959. LLC-PK1 hDAT cells, [14C]-dopamine uptake with cocaine IC80; actives deviate in either direction. B-score at 10 µM. hit rate 1.3% among 110,000;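 active = Z score or B-score, a plate-position-corrected score, falls beyond the plate's 99.7% confidence bounds, in either direction; inactive = both scores lie inside the 99.7% bounds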;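 also: scored against the spread of the other compound wells on the same plate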
Target sequence (Q01959 whole entry, looked up): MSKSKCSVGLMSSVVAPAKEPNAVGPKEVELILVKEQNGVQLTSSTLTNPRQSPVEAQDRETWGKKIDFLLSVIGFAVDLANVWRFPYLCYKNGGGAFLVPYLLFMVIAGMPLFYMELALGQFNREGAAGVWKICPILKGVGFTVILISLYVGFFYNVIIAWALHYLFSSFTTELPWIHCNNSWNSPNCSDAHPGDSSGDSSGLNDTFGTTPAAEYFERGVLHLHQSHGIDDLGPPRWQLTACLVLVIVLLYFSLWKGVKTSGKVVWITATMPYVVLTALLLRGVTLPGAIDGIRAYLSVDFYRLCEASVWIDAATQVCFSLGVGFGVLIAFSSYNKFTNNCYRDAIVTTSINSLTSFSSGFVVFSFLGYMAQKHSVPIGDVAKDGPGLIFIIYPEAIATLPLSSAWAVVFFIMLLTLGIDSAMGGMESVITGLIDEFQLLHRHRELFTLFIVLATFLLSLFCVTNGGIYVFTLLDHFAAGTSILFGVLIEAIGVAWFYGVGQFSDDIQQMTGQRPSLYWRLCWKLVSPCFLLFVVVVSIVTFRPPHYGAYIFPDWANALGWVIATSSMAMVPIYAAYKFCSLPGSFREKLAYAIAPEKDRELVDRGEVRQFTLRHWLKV
PostGolgi ctrl: growth inhibition of yeast control strain, primary screen, counter-screen for post-Golgi transport modulator project; inhibition, % at 10 µM; hit rate 5% among 98,000; AID 738, 2007; efflux-deficient yeast background strain, growth absorbance A615, 16 h
PostGolgi yeast: phenotypic screen on post-Golgi transport, primary screen; post-Golgi transport phenotypic cell assay; inhibition, % at 10 µM; hit rate 0.9% among 98,000; AID 739, 2007;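 also: yeast cells grown in 1536-well plates; yeast grown about 18 h at 30C before absorbance read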
Lung fibro prol: antiproliferative effect on LL 47 fibroblasts – human, LL 47 cells, CellTiter-Glo luminescence, primary screen | hit rate 1.1% among 85,000 | viability, % at 10 µM | LL 47 human lung fibroblast viability, ATP luminescence; active compounds read low | AID 719, 2007;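 active = viability at or below 50% in the single dose screen; inactive = viability above 50%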;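 also: compound exposure lasted 72 h before the ATP readout; 100% = median luminescence of untreated cell-only wells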
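Material: human LL 47 lung fibroblast cells; quantity: 1,150 cells/well; medium: IMEM plus 15% FBS; doses: 0.1% DMSO in all compound wells; timing: overnight attachment after seeding, then 72 h compound exposure at 37 °C; detection: CellTiter-Glo luminescence; measure: % viability of median cell-only signal; controls: cell-only wells, no compound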
H69AR growth 86K: proliferation blockers of H69AR lung cancer cells, primary screen, cell-based, human, 86K library; H69AR lung tumor viability, ATP luminescence, 72 h; active compounds read low; viability, % at 10 µM; hit rate 6% among 85,000;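 active = viability at or below 40%; inactive = viability above 40%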;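 also: multidrug resistant small cell line overexpressing MRP-1 efflux transporter; 100% = mean luminescence of untreated control wells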
S1P2 agonist: S1P2 receptor agonists, primary screen, cell-based | Sphingosine 1-phosphate receptor 2 (Homo sapiens), O95136 | activation, % at 4.5 µM | AID 729, 2007 | S1P2-expressing cell line, agonist reporter read-out | hit rate 0.46% among 97,000; in the data active = activation above about 16%;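 also: 0% = vehicle low control and 100% = maximal reference agonist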
Target sequence (O95136 whole entry, looked up): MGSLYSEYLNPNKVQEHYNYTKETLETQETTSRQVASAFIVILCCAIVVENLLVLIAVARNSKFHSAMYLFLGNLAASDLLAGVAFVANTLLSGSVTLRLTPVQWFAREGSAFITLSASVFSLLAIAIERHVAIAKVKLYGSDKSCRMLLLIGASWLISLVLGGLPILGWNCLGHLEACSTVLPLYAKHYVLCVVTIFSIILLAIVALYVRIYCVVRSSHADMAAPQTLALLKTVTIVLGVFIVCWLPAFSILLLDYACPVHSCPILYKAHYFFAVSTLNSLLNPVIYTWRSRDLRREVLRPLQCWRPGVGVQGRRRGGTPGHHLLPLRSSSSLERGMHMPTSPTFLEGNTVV
HUVEC inhibit: inhibitors of HUVEC proliferation, primary screen, cell-based, 384-well; hit rate 1.1% among 86,000; AID 648, 2007; CellTiter-Glo luminescence, 72 h; active compounds read low; viability, % at 10 µM (by protocol);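 active = viability at or below 30%; inactive = viability above 30%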;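 also: 100% = median luminescence of DMSO-only cell control wells on each plate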
S1P2 antag: human S1P2 receptor antagonists, primary screen, cell-based. Sphingosine 1-phosphate receptor 2 (Homo sapiens), O95136. cell-based S1P2 antagonist assay, inhibition at 5 uM. inhibition, % at 5 µM. hit rate 0.21% among 97,000. AID 736, 2007; in the data active = inhibition above about 45%;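 also: CRE beta-lactamase reporter cells expressing human S1P2 stimulated with S1P; 0% = agonist at EC80 alone and 100% = agonist plus reference antagonist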
Ecoli WT expand: growth inhibitors of wild-type E. coli, primary screen, strain BW25113, expanded library, OD600; AID 710, 2007; growth inhibition, % at 100 µM; hit rate 0.15% among 98,000; OD600 absorbance;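 active = growth inhibition above about 50% at one test dose, limit read from the data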;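 also: growth measured after 20 h incubation at 37 °C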
* = called active by the depositor; . = not tested or not shown. Rule as the data show it, unless noted: active = inhibition above about 30%; inactive = the rest.

SMILES	DAT uptake mod	PostGolgi ctrl	PostGolgi yeast	Lung fibro prol	H69AR growth 86K	S1P2 agonist	HUVEC inhibit	S1P2 antag	Ecoli WT expand
COC(=O)c1ccc(Nc2nc(C)cc(=O)[nH]2)cc1	-1.1	-9	0	90	75	-3	95	-9	16
CC(C)N(Cc1nc(-c2ccc(Cl)cc2)no1)C(=O)CN(C)S(=O)(=O)c1ccc(Cl)cc1	-0.13	52*	-3	96	69	-3	76	-8	-19
CC(C)N1C(=O)c2ccc(C(=O)O)cc2C1=O	0.012	0	-8	96	98	-2	98	10	6
COCCNC(=O)C(c1ccc(Cl)cc1)N(C(=O)CCC(=O)Nc1ccccn1)C1CCCC1 (configuration not stated)	0.2	1	1	103	93	.	96	.	-6
Cc1ccc(C2=NN3C(C(=O)c4ccccc4)Oc4ccccc4C3C2)cc1 (configuration not stated)	0.42	50*	12	.	.	-7	.	-4	-14
CC(C)Cc1nc(SCC(=O)Nc2ccc(S(N)(=O)=O)cc2)n[nH]1	1	0	-6	102	44	-6	90	6	5
CCCC(=O)NC1C2CC3CC(C2)CC1C3 (configuration not stated)	-0.057	7	-3	108	99	-5	110	8	6
Cc1cc(C(=O)CSc2nc3ccc(Cl)cc3[nH]2)c(C)n1C	0.9	84*	55*	105	99	-7	111	-3	-12
O=C(Nc1ccccc1)C1=C(N2CCOCC2)/C(=C/c2cccnc2)CC1	0.43	8	1	109	99	-2	128	-2	-3
O=c1[nH]c(N/N=C/c2ccccc2)nc2ccccc12	0.075	4	-1	.	.	-3	.	17	-10
CCCNC(=O)C(Cc1ccccc1)NS(=O)(=O)c1ccc2c(c1)c(=O)n(C)c(=O)n2C (configuration not stated)	-1.3	.	5	100	82	-3	99	18	5
O=C(c1csc2c1CCCCC2)N1CCN(c2ncccn2)CC1	0.0052	8	-2	.	.	-4	.	17	3
NC(=S)Nc1cccc2cccnc12	-0.68	35*	11	.	.	-8	.	7	5
CS(=O)(=O)Nc1nc2n(n1)C(c1ccccc1)C=C(c1ccc(Br)cc1)N2 (configuration not stated)	.	-6	2	.	.	-2	.	-2	-2
Cc1ccc(NC(=O)CSc2nc3nc(C)cc(C)c3c(=O)[nH]2)cc1	0.23	-1	-1	99	87	-6	70	-3	-8
CCCOc1cc(C)c(S(=O)(=O)NCCOC)cc1C	0.11	12	-2	107	106	-7	110	-2	-2
CCCOc1ccc(NC(=O)C2CC(=O)N3CCCN=C3S2)cc1 (configuration not stated)	-1.1	3	3	98	100	-9	89	-12	11
Cc1ccccc1S(=O)(=O)Cc1ccc(C(=O)NCc2cccnc2)o1	-0.39	4	-6	98	95	-3	103	-15	-2
CCn1c(CSc2nncn2-c2ccc(OC)cc2)nc2cc(S(=O)(=O)N(C)C)ccc21	-0.8	4	2	94	89	.	94	.	3
CC(c1ccccc1)C1C(C#N)=C(N)OC2=C1C(=O)CCC2 (configuration not stated)	-0.85	4	-3	.	.	-9	.	15	-4
COC(=O)c1ccc(S(=O)(=O)N2CCCCCC2)cc1	0.95	7	1	100	100	-5	90	8	6
COCCN(CCOC)C(=O)CC(=O)N(CCOC)CCOC	-0.72	1	-3	103	97	-4	106	5	4
COc1cc(C2C(C#N)=C(N)Oc3cc(C)oc(=O)c32)cc2c1OCO2 (configuration not stated)	0.65	-5	7	93	89	-2	91	2	8
CCS(=O)(=O)N1Cc2ccccc2CC1C(=O)Nc1ccc(C)cc1 (configuration not stated)	-0.011	1	-7	.	.	0	.	-6	-5
CCSc1nc2ccccc2c(=O)n1OCC(=O)OC	0.37	-1	-1	104	100	-5	107	-25	2

Next section:
SMILES	DAT uptake mod	PostGolgi ctrl	PostGolgi yeast	Lung fibro prol	H69AR growth 86K	S1P2 agonist	HUVEC inhibit	S1P2 antag	Ecoli WT expand
Clc1cccc(-c2nn3c(Cn4cnc5ccccc54)nnc3s2)c1	0.018	11	-4	102	93	-2	101	6	-4
O=C(COC(=O)c1ccccc1NCc1ccco1)Nc1ccc2c(c1)OCO2	0.5	-2	-10	97	67	-8	84	6	-4
Cc1cccc(S(=O)(=O)c2c(N)n(/N=C/c3cccnc3)c3nc4ccccc4nc23)c1	3.2*	8	-4	63	33*	-9	76	22	-11
O=C(NC12CC3CC(CC(C3)C1)C2)c1cccnc1	-0.5	2	-1	96	96	-2	93	13	-2
Cc1cc(C)n(C(=O)CNc2ccccc2Cl)n1	-0.087	.	.	104	108	-3	105	-7	.
COc1ccccc1OCC(=O)Nc1sc2c(c1C(=O)NCC1CCCO1)CCC2 (configuration not stated)	-0.51	21	-8	.	.	1	.	10	-1
COCCNC(=O)C1c2cc(OC)c(OC)cc2C(=O)N(C)C1c1cccnc1 (configuration not stated)	-0.086	9	2	98	95	-8	94	10	-5
COCCCN1C(=O)C(=O)/C(=C(/O)c2ccc(OC(C)C)c(C)c2)C1c1ccncc1 (configuration not stated)	-2.7	15	-4	97	88	-5	98	9	0
Cc1cccc(NC(=S)NC(NC(=O)c2ccco2)C(Cl)(Cl)Cl)c1 (configuration not stated)	-0.15	-2	-8	89	83	-7	73	-8	2
COc1ccccc1NC(=O)c1oc2ccccc2c1NC(=O)c1cc(OC)c(OC)c(OC)c1	.	.	.	71	22*	4	41	-27	.
O=C1CC(c2cccc(Cl)c2)Cc2nc(N3CCN(c4ccccc4)CC3)ncc21 (configuration not stated)	0.07	2	-3	92	97	-2	85	10	-7
O=C(c1cc([N+](=O)[O-])ccc1N1CCCCC1)N1CCCCC1	-0.33	-2	0	.	.	-3	.	-5	4
Cc1nccc2[nH]c(=O)c(C(=O)NC3CCCCC3C)cc12 (configuration not stated)	0.2	17	13	93	37*	.	75	.	4
Cc1nc2cc(C(=O)OCC(=O)N(CC(C)C)C3CCS(=O)(=O)C3)ccc2n1-c1ccccc1 (configuration not stated)	0.46	-1	8	100	95	-5	100	16	0
CCn1c(SC)nnc1-c1c[nH]c2ccccc12	1.2	9	6	101	87	-4	95	8	2
O=C(c1cc(Cl)c(=O)n(Cc2ccc(Cl)cc2)c1)N1CCOCC1	-0.19	8	4	.	.	-2	.	2	-5
Cc1ccc(CCNC(=O)C2CCN(S(=O)(=O)c3ccc4c(c3)CCC(=O)N4)CC2)cc1	-0.49	-3	20	.	.	.	.	.	-2
Cc1nc(NC(=S)NC(=O)c2ccccc2)sc1C(=O)N(C)C	0.86	5	0	.	.	-6	.	27	-7
Nc1cccc(-c2nc3ccccc3s2)c1	0.27	31*	1	89	86	-7	80	2	-4
CN1C(=O)c2ccccc2C(C(=O)NCC2CCCO2)C1c1c[nH]c2ccccc12 (configuration not stated)	0.8	-2	-3	90	94	-1	96	-14	0
COc1cc(C(=O)OCc2cc3ccccc3[nH]c2=O)cc(OC)c1OC	1.8	-4	0	85	85	3	67	-19	-9
CCc1cccc(Nc2cc(C)nc3nc(C)nn23)c1	0.66	0	0	102	90	.	102	.	-12
c1ccc(Cn2ncc3ccccc32)cc1	-0.44	0	-4	104	100	.	90	.	2
CN1C(=S)SC(/[N+]([O-])=C\c2ccco2)C1(C)C (configuration not stated)	0.4	5	-8	103	99	-4	81	8	-8
COc1ccc(OC)c(C(=O)c2ccc(C(=O)c3cc(OC)ccc3OC)cc2)c1	-0.36	9	15	91	104	-9	80	13	-15

Further entries follow.
SMILES	DAT uptake mod	PostGolgi ctrl	PostGolgi yeast	Lung fibro prol	H69AR growth 86K	S1P2 agonist	HUVEC inhibit	S1P2 antag	Ecoli WT expand
COc1ccccc1N1CCN(C(=O)c2c(-c3ccccc3Cl)noc2C)CC1	-0.2	0	-6	95	19*	-10	82	13	1
CCCN(CCC)C(=O)CSc1nc2ccccc2c(=O)n1CC1COc2ccccc2O1 (configuration not stated)	-0.27	1	1	100	78	-2	82	5	-4
CCOc1ccc2[nH]c(=O)c(CN(Cc3cccs3)C(CC)c3nnnn3C(C)(C)CC)cc2c1 (configuration not stated)	0.35	37*	6	62	4.9*	.	56	.	-16
Clc1ccccc1Nc1c2c(nc3ncnn13)CCC2	-0.8	-11	-5	103	70	-6	96	14	7
CCOC(=O)N1CCN(c2nc(-c3cccc(OC)c3)cc(C(F)(F)F)n2)CC1	0.72	10	5	111	106	-3	100	16	-6
O=C1CCN(C(=O)c2ccccc2)C2CCCCC12 (configuration not stated)	0.22	12	1	101	85	.	104	.	6
CCOC(=O)c1cnc2cc(-c3ccc(C(C)(C)C)cc3)nn2c1N	1.3	2	4	.	.	-5	.	-3	-2
CCN(CC)S(=O)(=O)c1ccc2oc(C(=O)NCC3COc4ccccc4O3)c(C)c2c1 (configuration not stated)	1.7	35*	-10	93	32*	.	84	.	0
c1ccc2c(c1)nc(N1CCOCC1)c1nncn12	.	0	14	104	97	-3	104	-31	1

Part of the list above in order of SMILES length, ascending.
SMILES	DAT uptake mod	PostGolgi ctrl	PostGolgi yeast	Lung fibro prol	H69AR growth 86K	S1P2 agonist	HUVEC inhibit	S1P2 antag	Ecoli WT expand
c1ccc(Cn2ncc3ccccc32)cc1	-0.44	0	-4	104	100	.	90	.	2
Nc1cccc(-c2nc3ccccc3s2)c1	0.27	31*	1	89	86	-7	80	2	-4
O=C1CCN(C(=O)c2ccccc2)C2CCCCC12 (configuration not stated)	0.22	12	1	101	85	.	104	.	6
CCc1cccc(Nc2cc(C)nc3nc(C)nn23)c1	0.66	0	0	102	90	.	102	.	-12
CN1C(=S)SC(/[N+]([O-])=C\c2ccco2)C1(C)C (configuration not stated)	0.4	5	-8	103	99	-4	81	8	-8
CCOC(=O)c1cnc2cc(-c3ccc(C(C)(C)C)cc3)nn2c1N	1.3	2	4	.	.	-5	.	-3	-2
COc1cc(C(=O)OCc2cc3ccccc3[nH]c2=O)cc(OC)c1OC	1.8	-4	0	85	85	3	67	-19	-9
COc1ccccc1N1CCN(C(=O)c2c(-c3ccccc3Cl)noc2C)CC1	-0.2	0	-6	95	19*	-10	82	13	1
CCCN(CCC)C(=O)CSc1nc2ccccc2c(=O)n1CC1COc2ccccc2O1 (configuration not stated)	-0.27	1	1	100	78	-2	82	5	-4
COc1ccc(OC)c(C(=O)c2ccc(C(=O)c3cc(OC)ccc3OC)cc2)c1	-0.36	9	15	91	104	-9	80	13	-15
CCOC(=O)N1CCN(c2nc(-c3cccc(OC)c3)cc(C(F)(F)F)n2)CC1	0.72	10	5	111	106	-3	100	16	-6
CCN(CC)S(=O)(=O)c1ccc2oc(C(=O)NCC3COc4ccccc4O3)c(C)c2c1 (configuration not stated)	1.7	35*	-10	93	32*	.	84	.	0
CCOc1ccc2[nH]c(=O)c(CN(Cc3cccs3)C(CC)c3nnnn3C(C)(C)CC)cc2c1 (configuration not stated)	0.35	37*	6	62	4.9*	.	56	.	-16
